Screening data: PubChem BioAssay, several laboratories
OX1R antag-1 = antagonists of human orexin 1 receptor (OX1R) | OX1R-expressing cells, FRET antagonist read-out | AID 485270, 2010 | Orexin/Hypocretin receptor type 1 (Homo sapiens), O43613 | actives 1.8% (n = 330,000) | inhibition, % at 6.6 µM; in the data active = inhibition mostly above about 38%, no sharp cut-off; inactive = mostly below about 40%;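 also: 0% = agonist challenge alone and 100% = reference antagonist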
Target sequence (O43613 whole entry, looked up): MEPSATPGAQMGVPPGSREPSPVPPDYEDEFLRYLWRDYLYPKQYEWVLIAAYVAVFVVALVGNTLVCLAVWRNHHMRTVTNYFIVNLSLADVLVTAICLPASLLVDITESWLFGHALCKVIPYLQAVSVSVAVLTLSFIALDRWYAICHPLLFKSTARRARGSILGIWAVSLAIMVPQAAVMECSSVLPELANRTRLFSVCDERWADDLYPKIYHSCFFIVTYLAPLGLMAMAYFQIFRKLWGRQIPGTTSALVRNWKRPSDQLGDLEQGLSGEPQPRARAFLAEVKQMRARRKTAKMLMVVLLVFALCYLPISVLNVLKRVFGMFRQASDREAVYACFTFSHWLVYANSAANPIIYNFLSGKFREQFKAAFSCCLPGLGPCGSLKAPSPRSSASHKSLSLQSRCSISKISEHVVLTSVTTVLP
OX1R antag-2 = OX1R (HCRTR1) antagonists, primary screen, fluorescence, CHO/OX1R cells, Fluo-8 calcium, orexin A. Orexin/Hypocretin receptor type 1 (Homo sapiens), O43613. Fluo-8 calcium fluorescence. inhibition, % at 5 µM. actives 0.43% (n = 330,000). AID 434989, 2010;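 active = inhibition above its plate's threshold, mean inhibition of all tested compounds on the plate plus 3 SD, cut at about 37% in these data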;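 also: 0% = orexin A challenge wells and 100% = SB-334867-A antagonist wells; not every result past the cut was called active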
CHT PAM = CHT positive allosteric modulators, primary screen, cell-based, membrane potential dye, choline EC20. actives 0.49% (n = 310,000). B-score at 10 µM. CHT-expressing cells; stronger effect = higher value; LV-AA mutant CHT in HEK293 cells;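 active = initial fluorescence not abnormally high and integrated response B-score, plate-corrected, over 3 SD above library mean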
Target sequence (Q9GZV3 whole entry, looked up): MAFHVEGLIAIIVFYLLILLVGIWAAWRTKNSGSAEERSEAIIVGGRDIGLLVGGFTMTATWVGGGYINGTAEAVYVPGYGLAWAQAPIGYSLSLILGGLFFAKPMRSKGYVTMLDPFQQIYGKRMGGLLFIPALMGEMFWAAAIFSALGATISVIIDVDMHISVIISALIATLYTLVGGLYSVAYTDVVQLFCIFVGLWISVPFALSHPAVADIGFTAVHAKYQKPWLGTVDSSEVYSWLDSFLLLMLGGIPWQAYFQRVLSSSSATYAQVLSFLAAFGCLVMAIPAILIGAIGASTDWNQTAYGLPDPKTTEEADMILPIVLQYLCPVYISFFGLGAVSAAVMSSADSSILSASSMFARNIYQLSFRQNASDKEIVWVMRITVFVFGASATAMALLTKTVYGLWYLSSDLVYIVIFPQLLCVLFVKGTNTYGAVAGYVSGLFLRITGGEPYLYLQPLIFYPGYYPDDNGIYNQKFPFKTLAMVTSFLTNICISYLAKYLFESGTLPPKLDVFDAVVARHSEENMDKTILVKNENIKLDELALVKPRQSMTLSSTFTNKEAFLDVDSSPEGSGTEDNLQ
* hit, by the source's call.

For Nc1nnc(SCC(=O)Nc2ccccc2N2CCOCC2)s1 the results were OX1R antag-1 16.6, OX1R antag-2 -8.7 and CHT PAM inactive.
Cc1cc(C)nc(Sc2ccc3nnnn3n2)n1 was read as OX1R antag-1 1.2, OX1R antag-2 -12.9 and CHT PAM inactive.
Screening CC1(C)CC(=O)C(C(=O)c2ccccc2)C(=O)C1Cl (centres undefined) returned OX1R antag-1 -8.9, OX1R antag-2 -15.4 and CHT PAM inactive.
`COc1ccc(Oc2ccc(/C=N/NC(=O)c3cccnc3)cc2[N+](=O)[O-])cc1` gave OX1R antag-1 12.4, OX1R antag-2 -4.5 and CHT PAM inactive.
For Nn1c(SCC(=O)Nc2ccc3c(c2)OCCO3)nncc1=O the results were OX1R antag-1 5.0, OX1R antag-2 -10.5 and CHT PAM inactive.
Screening Cn1c(Br)nc2c1c(=O)n(Cc1ccccc1)c(=O)n2C returned OX1R antag-1 15.0, OX1R antag-2 -25.5 and CHT PAM inactive.
CCOC(=O)Cn1c(-c2cccnc2Cl)nc2cc(C)c(C)cc21 was read as OX1R antag-1 1.0, OX1R antag-2 -16.3 and CHT PAM inactive.
Screening Cc1cc(C)n2nc(C(=O)OCC(=O)N(C)C3CCS(=O)(=O)C3)nc2n1 (centres undefined) returned OX1R antag-1 0.3 and OX1R antag-2 1.2.
Screening Nc1ccc(C(=O)c2ccc3c(c2)OCCO3)cc1N returned OX1R antag-1 33.6, OX1R antag-2 -14.1 and CHT PAM inactive.
For COc1ccc(C2(O)CCN(C(=O)c3ccc4c(c3)OCO4)CC2)cc1 the results were OX1R antag-1 7.6, OX1R antag-2 -19.0 and CHT PAM inactive.
`C#CCOCCOCCOCCNc1nc(N2CCN(C(=O)[C@H](Cc3ccc(O)cc3)n3cc([C@@H](N)C(C)CC)nn3)CC2)nc(N2CCN(C(=O)[C@H](Cc3cc4ccccc4[nH]3)n3cc([C@@H](N)Cc4ccc(O)cc4)nn3)CC2)n1` (some centres undefined) gave OX1R antag-1 12.1, OX1R antag-2 17.3 and CHT PAM inactive.
CSc1ccc(Cl)c(C(=O)NCC(C)C)c1 was read as OX1R antag-1 18.2, OX1R antag-2 -21.1 and CHT PAM inactive.
Screening CCOc1ccc(C2/C(=C(\O)c3ccc4c(c3)OCCO4)C(=O)C(=O)N2CCN2CCOCC2)cc1OCC (centres undefined) returned OX1R antag-1 17.6, OX1R antag-2 -6.8 and CHT PAM inactive.
For CCOc1ccc(-c2cnc(N)n2C)cc1 the results were OX1R antag-1 1.7, OX1R antag-2 -4.2 and CHT PAM inactive.
For CS(=O)(=O)Nc1cccc(C2=NN(C(=O)c3cccc(F)c3)C(c3cccs3)C2)c1 (centres undefined) the results were OX1R antag-1 -12.0, OX1R antag-2 6.8 and CHT PAM inactive.

Structural class, the entries above containing two or more sulfur atoms
For Nc1nnc(SCC(=O)Nc2ccccc2N2CCOCC2)s1 the results were OX1R antag-1 16.6, OX1R antag-2 -8.7 and CHT PAM inactive.
For CS(=O)(=O)Nc1cccc(C2=NN(C(=O)c3cccc(F)c3)C(c3cccs3)C2)c1 (centres undefined) the results were OX1R antag-1 -12.0, OX1R antag-2 6.8 and CHT PAM inactive.

Further structures.
CCOC(=O)/C(C#N)=C\c1ccc(N2CCN(C/C=C/c3ccccc3)CC2)cc1 was read as OX1R antag-1 31.3, OX1R antag-2 -6.9 and CHT PAM inactive.
CCN1C(=O)c2ccc(C(=O)NCc3ccc4c(c3)OCO4)cc2C1=O was read as OX1R antag-1 5.1, OX1R antag-2 -10.7 and CHT PAM inactive.
Screening COc1ccc(C2CC(c3ccc4ccccc4c3)=NN2C(=O)CSc2ncccn2)cc1 (centres undefined) returned OX1R antag-1 31.0, OX1R antag-2 18.0 and CHT PAM inactive.
For O=C(COC(=O)c1ccc(F)c(S(=O)(=O)N2CCOCC2)c1)NC1CC1 the results were OX1R antag-1 10.2 and OX1R antag-2 -17.6.
Nc1nc2n(n1)C(c1cccs1)CC(c1ccccc1)N2 (centres undefined) was read as OX1R antag-1 22.9, OX1R antag-2 -12.2 and CHT PAM inactive.
Screening Cc1n[nH]c(C)c1S(=O)(=O)N(CC(=O)N1CCc2ccccc21)c1ccc(C(C)C)cc1 returned OX1R antag-1 10.2, OX1R antag-2 -19.4 and CHT PAM inactive.
`COc1cccc(-c2nnc(SCC(N)=O)n2-c2ccc(Cl)cc2)c1` gave OX1R antag-1 25.6, OX1R antag-2 -20.2 and CHT PAM inactive.
Screening O=C(Nc1ccccc1)N1CCCN(c2ccc(C(F)(F)F)cc2[N+](=O)[O-])CC1 returned OX1R antag-1 5.5, OX1R antag-2 -14.3 and CHT PAM inactive.
For COc1cc(NS(=O)(=O)c2ccc(NC(=S)NC(=O)c3ccccc3)cc2)nc(OC)n1 the results were OX1R antag-1 14.5, OX1R antag-2 -33.4 and CHT PAM inactive.
CC(C)OC(=O)CSc1nnc(-c2cccnc2)n1Cc1ccccc1 was read as OX1R antag-1 10.3, OX1R antag-2 -13.3 and CHT PAM inactive.
Cc1cc(NC(=O)CC(F)(F)F)n(-c2ccccc2)n1 was read as OX1R antag-1 8.7, OX1R antag-2 -8.3 and CHT PAM inactive.
Screening Cc1ccc(/C(O)=C2/C(=O)C(=O)N(c3ccccn3)C2c2ccc(F)cc2)cc1 (centres undefined) returned OX1R antag-1 12.2, OX1R antag-2 4.7 and CHT PAM inactive.
C=CCOc1ccc(C(c2c(C)n(C)n(-c3ccccc3)c2=O)c2c(C)n(C)n(-c3ccccc3)c2=O)cc1 was read as OX1R antag-1 3.3, OX1R antag-2 -27.7 and CHT PAM inactive.
COc1ccc(-n2cnc3cc(NCc4cccs4)ccc32)cc1 was read as OX1R antag-1 15.4, OX1R antag-2 -12.1 and CHT PAM inactive.
`O=C(N/N=C/c1ccco1)c1ccc(NC(=O)C2CC2)cc1` gave OX1R antag-1 18.4, OX1R antag-2 -29.1 and CHT PAM inactive.

Next section, overlapping the part above by 2 compounds.
COc1ccc(-n2cnc3cc(NCc4cccs4)ccc32)cc1 was read as OX1R antag-1 15.4, OX1R antag-2 -12.1 and CHT PAM inactive.
`O=C(N/N=C/c1ccco1)c1ccc(NC(=O)C2CC2)cc1` gave OX1R antag-1 18.4, OX1R antag-2 -29.1 and CHT PAM inactive.
`COc1ccc(/C=N/Nc2nc(C(=O)O)cs2)cc1` gave OX1R antag-1 7.6, OX1R antag-2 6.0 and CHT PAM inactive.
Screening CCN1C(=O)c2cccc3c(S(=O)(=O)N(C(C)=O)c4ccc(OC(C)=O)cc4)ccc1c23 returned OX1R antag-1 9.5 and OX1R antag-2 -12.6.
For CNC(=O)c1cccc2cccc(Sc3ccccc3C(=O)O)c12 the results were OX1R antag-1 19.6, OX1R antag-2 -12.1 and CHT PAM inactive.
`c1ccc(C2CCC(N3CCN(c4ccccc4)CC3)CC2)cc1` (centres undefined) gave OX1R antag-1 10.9, OX1R antag-2 -29.7 and CHT PAM inactive.
Screening O=C(CN1C(=O)COc2ccccc21)NCc1ccccn1 returned OX1R antag-1 12.5, OX1R antag-2 0.6 and CHT PAM inactive.
Screening CCOC(=O)Cc1csc(NC(=O)Cc2ccc(Cl)cc2)n1 returned OX1R antag-1 11.2, OX1R antag-2 6.3 and CHT PAM inactive.
`CCCC[C@H](CN[C@@H](CNC)[C@H](C)CC)NCCC12CCC(CC1)C2` gave OX1R antag-1 29.2, OX1R antag-2 -21.4 and CHT PAM inactive.
CC(=O)c1ccc(N2CCN(C(=O)C3CCCN(S(=O)(=O)c4cnc[nH]4)C3)CC2)cc1 (centres undefined) was read as OX1R antag-1 5.8, OX1R antag-2 -6.4 and CHT PAM inactive.
Screening CCCc1cc(-c2ccc(O)c(OCC)c2)c(C#N)c(N)n1 returned OX1R antag-1 37.8, OX1R antag-2 -16.8 and CHT PAM inactive.
For CCN(CC)S(=O)(=O)c1ccc(N2CCCC2)c(C(=O)Nc2ccc(OC)c(Cl)c2)c1 the results were OX1R antag-1 5.0, OX1R antag-2 -17.8 and CHT PAM inactive.
Screening CCOc1ccc2[nH]cc(C(=O)NCCCN3CCOCC3)c(=O)c2c1 returned OX1R antag-1 17.4, OX1R antag-2 -5.5 and CHT PAM inactive.
For O=C(NNc1ncnc2c1cnn2-c1ccccc1)c1cccs1 the results were OX1R antag-1 -4.5, OX1R antag-2 -6.0 and CHT PAM inactive.
Screening Cc1onc(-c2ccccc2)c1C(=O)N1CCN(Cc2ccc3c(c2)OCO3)CC1 returned OX1R antag-1 8.0, OX1R antag-2 -12.2 and CHT PAM inactive.
Cc1ccc(S(=O)(=O)N2CCCCC2)cc1C(=O)NC1CCCCC1 was read as OX1R antag-1 4.1, OX1R antag-2 -16.2 and CHT PAM inactive.
For Cc1ccc(CC2CC(=O)N(c3nc4ccccc4n3C)C2=O)cc1 (centres undefined) the results were OX1R antag-1 3.7, OX1R antag-2 -5.9 and CHT PAM inactive.
`COCCCNC(=O)c1ccc(C2SCC(=O)N2Cc2ccco2)cc1` (centres undefined) gave OX1R antag-1 0.1, OX1R antag-2 -1.9 and CHT PAM inactive.
`CC1CN(S(=O)(=O)c2ccc(F)cc2)C(C)N1C(=O)N1CCOCC1` (centres undefined) gave OX1R antag-1 2.9, OX1R antag-2 -17.4 and CHT PAM inactive.
For COc1c(C(O)CC(C)C)ccc2c1C(=O)OCc1cc(C)cc(O)c1O2 (centres undefined) the results were OX1R antag-1 14.2, OX1R antag-2 -12.1 and CHT PAM inactive.
`CC1=C(C(=O)Nc2ccc(CC(=O)NCc3ccccc3C)cc2)SCCO1` gave OX1R antag-1 5.7, OX1R antag-2 -16.2 and CHT PAM inactive.
For CC(=O)c1c(C)[nH]c(C(=O)OCC(=O)Nc2ccc(Cl)c(S(=O)(=O)N(C)C)c2)c1C the results were OX1R antag-1 21.4, OX1R antag-2 -2.0 and CHT PAM inactive.
`CC(C)c1nc2sc3c(NCc4ccco4)ncnc3c2c2c1COC(C)(C)C2` gave OX1R antag-1 19.8, OX1R antag-2 -42.4 and CHT PAM inactive.
CC(=O)Nc1cccc(C(=O)Oc2cccc(C)c2)c1O was read as OX1R antag-1 7.9, OX1R antag-2 0.5 and CHT PAM inactive.
Screening CCCCn1c(SCc2nnc(-c3ccccc3)o2)nc2c1c(=O)n(C)c(=O)n2C returned OX1R antag-1 9.8, OX1R antag-2 -16.6 and CHT PAM inactive.
Screening CCOC(=O)CN1C2=NCCCN2c2ccccc21 returned OX1R antag-1 0.4, OX1R antag-2 -12.6 and CHT PAM inactive.
FC(F)(F)c1ccc(Cl)c(-n2c(-c3cc(-c4ccco4)[nH]n3)n[nH]c2=S)c1 was read as OX1R antag-1 5.7, OX1R antag-2 -15.6 and CHT PAM inactive.
For CCOC(=O)N1CCC(NC(=O)c2cccs2)CC1 the results were OX1R antag-1 8.0, OX1R antag-2 -11.4 and CHT PAM inactive.
For COc1ccc(C(=O)Nc2ccc3ccccc3c2)cc1 the results were OX1R antag-1 23.6, OX1R antag-2 -8.7 and CHT PAM inactive.
CCCOc1ccc(C(=O)NC(=S)NNC(=O)c2c(-c3ccccc3)noc2C)cc1 was read as OX1R antag-1 -3.3, OX1R antag-2 69.7* and CHT PAM inactive.
CC1CCC2(CC1)NC(=O)N(CC(=O)Nc1sc3c(c1C(N)=O)CCC3)C2=O (centres undefined) was read as OX1R antag-1 13.2, OX1R antag-2 -10.7 and CHT PAM inactive.
Screening CCCCn1cc(C(=O)c2cc(Br)ccc2O)cc(C#N)c1=O returned OX1R antag-1 50.9, OX1R antag-2 43.8* and CHT PAM inactive.
Screening O=C(O)c1cc(N/N=C/c2ccc(N3CCOCC3)s2)ccc1Cl returned OX1R antag-1 33.4, OX1R antag-2 -5.1 and CHT PAM inactive.
COc1cccc(-n2c(=O)n(Cc3ccccc3)c(=O)c3[nH]cnc32)c1 was read as OX1R antag-1 11.9, OX1R antag-2 -26.8 and CHT PAM inactive.
`c1ccc(CN=C2Nc3ccccc3CS2)nc1` gave OX1R antag-1 7.3, OX1R antag-2 -19.0 and CHT PAM inactive.
`Cc1ccc2c(CN3CCN(S(=O)(=O)/C=C/c4ccccc4)CC3)cc(=O)oc2c1` gave OX1R antag-1 10.9, OX1R antag-2 -9.7 and CHT PAM inactive.
Screening CS(=O)(=O)Nc1cccc(C2=NN(C(=O)c3ccccc3Cl)C(c3ccccc3O)C2)c1 (centres undefined) returned OX1R antag-1 -3.2, OX1R antag-2 -12.7 and CHT PAM inactive.
`CC1CC1C(=O)Nc1nc(-c2cccs2)c(-c2cccs2)s1` (centres undefined) gave OX1R antag-1 26.7, OX1R antag-2 -18.2 and CHT PAM inactive.
`COc1ccc(CNC(=S)Nc2ccc(F)c(Cl)c2)cc1OC` gave OX1R antag-1 4.8, OX1R antag-2 9.4 and CHT PAM inactive.
COc1ccc(Cc2n[nH]c(=S)n2NC(=O)Nc2ccc(Cl)c(Cl)c2)cc1 was read as OX1R antag-1 58.4*, OX1R antag-2 30.3 and CHT PAM inactive.

Arranged by molar mass (lowest first): 4 of the compounds above
`CC1CC1C(=O)Nc1nc(-c2cccs2)c(-c2cccs2)s1` (centres undefined) gave OX1R antag-1 26.7, OX1R antag-2 -18.2 and CHT PAM inactive.
COc1cccc(-n2c(=O)n(Cc3ccccc3)c(=O)c3[nH]cnc32)c1 was read as OX1R antag-1 11.9, OX1R antag-2 -26.8 and CHT PAM inactive.
Screening O=C(O)c1cc(N/N=C/c2ccc(N3CCOCC3)s2)ccc1Cl returned OX1R antag-1 33.4, OX1R antag-2 -5.1 and CHT PAM inactive.
`Cc1ccc2c(CN3CCN(S(=O)(=O)/C=C/c4ccccc4)CC3)cc(=O)oc2c1` gave OX1R antag-1 10.9, OX1R antag-2 -9.7 and CHT PAM inactive.
